HIV peptide binding: inhibitors of HIV fusion peptide binding, primary screen, biochemical, uHTS, fluorescence dequenching (AID 1986) | hit rate 0.3% among 290,000 | cell-free peptide binding, fluorescence dequenching, 30 min; higher % means a stronger effect | inhibition, % at 20 µM; hits with a dose series show IC50 in µM; in the data active means inhibition mostly above about 52%, no sharp cut-off; inactive means mostly below about 76%; further: some results filed as inactive read as strong as hits
Siah-1 displacement: Siah-1 peptide-binding antagonists, primary screen, biochemical, fluorescence polarization, rhodamine-plectin, uHTS (AID 1817); displacement, % at 20 µM, or IC50 in µM where a hit was titrated; Siah-1 / rhodamine-plectin peptide fluorescence polarization; higher % means a stronger effect; hit rate 0.02% among 290,000; E3 ubiquitin-protein ligase SIAH1 (Homo sapiens);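 active means displacement of at least 50% at 20 µM, with a fluorescence ratio check between 0.3 and a set limit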;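 further: plate controls were Siah plus tracer with DMSO for no effect and tracer alone without Siah for full effect; strong numbers were not always called active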
AID2073: inhibitors of Mint1-CaV2.2 protein interaction, biochemical, HTRF (AID 2073); hit rate 0.19% among 290,000; HTRF protein-protein interaction, Mint1-CaV2.2; higher % means a stronger effect; inhibition, % at 20 µM; hits with a dose series show IC50 in µM; in the data active means inhibition mostly above about 51%, no sharp cut-off; inconclusive means no clear call, values can overlap the other calls; inactive means mostly below about 53%; further: some results filed as inactive read as strong as hits
NTR1 agonist: agonists of NTR1, primary screen, imaging, U2OS cells, beta-arrestin-GFP, high content (AID 493036). hit rate 0.17% among 330,000. Neurotensin receptor type 1 (Homo sapiens), P30989. NTR1-U2OS beta-arrestin-GFP spot imaging, agonist mode. activation, % at 20 µM;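 active means activation at or above 40% of the spot to cytoplasm intensity ratio, with at least 20 cells analyzed; inconclusive means wells under 20 cells, flagged as cytotoxic or low count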;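 further: 0% = DMSO without peptide and 100% = 100 nM NTR1 peptide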
Target sequence (P30989 whole entry, looked up): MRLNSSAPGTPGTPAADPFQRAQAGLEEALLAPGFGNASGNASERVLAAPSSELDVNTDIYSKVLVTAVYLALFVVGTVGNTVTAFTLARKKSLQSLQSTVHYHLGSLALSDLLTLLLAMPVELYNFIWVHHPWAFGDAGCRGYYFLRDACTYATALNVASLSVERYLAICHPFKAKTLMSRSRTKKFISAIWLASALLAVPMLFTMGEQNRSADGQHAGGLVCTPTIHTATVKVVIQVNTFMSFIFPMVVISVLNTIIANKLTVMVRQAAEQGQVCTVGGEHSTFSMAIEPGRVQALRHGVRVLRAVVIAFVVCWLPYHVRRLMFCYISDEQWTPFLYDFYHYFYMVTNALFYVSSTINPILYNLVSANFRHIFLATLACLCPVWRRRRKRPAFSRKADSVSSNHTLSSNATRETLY
GPR55 beta-arrestin: GPR55 agonists via beta-arrestin recruitment, primary screen, imaging, U2OS cells, beta-arrestin-GFP redistribution (AID 1961); activation, % at 10 µM; hits with a dose series show EC50 in µM; hit rate 0.048% among 290,000; G-protein coupled receptor 55 (Homo sapiens); U2OS GPR55 beta-arrestin-GFP redistribution imaging; higher % means a stronger effect;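 active means activation above 40% with more than 50 cells counted in the well; inconclusive means wells holding fewer than 50 cells, flagged as toxic or sparse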;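 further: U2OS osteosarcoma cells stably expressing GPR55 and beta-arrestin-GFP; plate controls were DMSO negative control for no effect and LPI positive control for full effect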
UTI89 phage lysis: inhibition of K1F phage lysis, E. coli UTI89, bacterial capsule biogenesis inhibitors, alamar blue (AID 488966); E. coli UTI89 K1F phage lysis, alamar blue, 2 h; higher % means a stronger effect; one-dose inhibition, % at 100 µM; IC50 in µM for titrated hits; hit rate 0.02% among 340,000;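 active means phage lysis inhibition, versus mean bacterial control, above a set limit; inconclusive means no clear call, values can overlap the other calls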;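 further: capsule biogenesis inhibitors block K1F phage lysis so surviving cells raise fluorescence; higher fluorescence means more inhibition of phage lysis; actives were called in the ten point dose series up to 300 µM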
GPR35 arrestin U2OS: GPR35 antagonists blocking zaprinast-driven arrestin recruitment, primary screen, imaging, U2OS, beta-arrestin-GFP, zaprinast agonist (AID 2058); G-protein coupled receptor 35 (Homo sapiens); U2OS GPR35 beta-arrestin-GFP translocation imaging, zaprinast antagonism; higher % means a stronger effect; inhibition, % at 10 µM, or IC50 in µM where a hit was titrated; hit rate 0.052% among 290,000;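 active means inhibition of at least 50% with at least 30 cells and total cytoplasm GFP at most 10,000,000; inconclusive means under 30 cells or total GFP of 10,000,000 plus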
NS5 inhibitors: Dengue-2 NS5 methyltransferase inhibitors, primary screen, biochemical, confirmation dose response (AID 588689); Dengue-2 NS5 methyltransferase capping enzyme assay, biochemical; higher % means a stronger effect; inhibition, % at 25 µM; hits with a dose series show IC50 in µM; hit rate 0.3% among 340,000; in the data active means a potency from the dose series; inconclusive means inhibition above about 29% without an active follow-up result
GPR55 LPI antagonism: GPR55 antagonists blocking LPI-driven arrestin recruitment, primary screen, imaging, U2OS, beta-arrestin-GFP, LPI agonist (AID 2013); U2OS GPR55 beta-arrestin-GFP translocation imaging, LPI antagonism; higher % means a stronger effect; inhibition, % at 10 µM, or IC50 in µM where a hit was titrated; hit rate 0.13% among 290,000;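 active means spots per cell inhibited over 60%, with over 100 cells counted and total cytoplasm intensity under 500,000; inconclusive means wells with under 100 cells, flagged as likely toxic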;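 further: U2OS cells stably carrying GPR55 and arrestin-GFP stimulated by 5 µM LPI near EC80; imaged beta-arrestin-GFP aggregate spots per cell after agonist stimulation; plate controls were LPI-stimulated DMSO wells for no effect and DMSO wells without LPI for full effect; some results filed as inactive read as strong as hits; confirmed hits need IC50 under 10 µM and bright autofluorescent wells are also inconclusive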
NTR1 agonist cell count 20 µM: further read-out of NTR1 agonist, marked with its call; cell count; measured here: cell count, cytotoxicity flag
NS5 inhibitors pilot replicate: also measured in NS5 inhibitors; calls as there; inhibition, %; measured here: pilot screen replicate inhibition
Active calls of the source: *; u = inconclusive; x = not tested or not shown; [ ] = dose if it differs, or a comment.

SMILES	HIV peptide binding	Siah-1 displacement	AID2073	NTR1 agonist	NTR1 agonist cell count 20 µM	GPR55 beta-arrestin	UTI89 phage lysis	GPR35 arrestin U2OS	NS5 inhibitors	GPR55 LPI antagonism	others
Fc1ccc(-c2csc(Nc3ccccn3)n2)cc1	-1.8%	-3.4%	-0.3%	10.5	65	0.3%	0.0%	5.7%	-6.9%	2.4%
O=C(NS(=O)(=O)Oc1ccc(F)cc1F)OC[C@@H]1CCCN2CCCCC12 (stereo partly specified)	-0.1%	11.8%	10.6%	0.2	50	x	0.1%	6.4%	2.4%	-4.6%
CCN(C(=O)CSc1nc2nc(C)cc(C)n2n1)c1ccccc1	1.8%	-2.3%	8.8%	0.0	54	0.0%	0.3%	2.6%	-0.7%	-2.3%
Cc1cc(C(F)F)nn1CC(=O)NC1C(=O)N2C(C(=O)O)=C(CSc3nnnn3C)CSC12 (stereo unspecified)	12.0%	1.1%	u	-0.8	30	0.2%	0.1%	-16.2%	-6.9%	1.4%
CC(C)Cn1cc(Cl)c(=O)n(CC(C)C)c1=O	-1.9%	-3.4%	-16.6%	-0.7	45	-0.2%	-0.4%	6.1%	-3.9%	10.9%
O=C(CSc1nccc(=O)[nH]1)N1CCc2ccccc2C1	0.6%	0.0%	-5.7%	-1.0	54	-0.1%	2.5%	-9.1%	2.7%	0.7%
C/C=C/C(=O)OCC(=O)Nc1cc(OC)c([N+](=O)[O-])cc1C	1.6%	0.0%	7.8%	-0.5	68	-0.2%	0.6%	11.8%	-2.3%	-4.4%
CCCCn1c(C(C)NC(=O)CCC)nc2ccccc21 (stereo unspecified)	-0.6%	-0.8%	4.3%	-0.6	100	0.2%	0.0%	-4.3%	-4.2%	7.7%
CCOCCCNS(=O)(=O)c1ccccc1	0.6%	-0.6%	-2.5%	1.4	50	-0.1%	-4.4%	8.8%	-3.3%	6.4%
COc1ccccc1C(=O)Nc1c(C(=O)N(CCN(C)C)Cc2ccco2)oc2ccccc12	-1.2%	-1.7%	-4.8%	3.7	74	-0.1%	0.2%	-3.8%	5.5%	15.7%

Seven neighbouring entries out of the list so far, quoted:
SMILES	HIV peptide binding	Siah-1 displacement	AID2073	NTR1 agonist	NTR1 agonist cell count 20 µM	GPR55 beta-arrestin	UTI89 phage lysis	GPR35 arrestin U2OS	NS5 inhibitors	GPR55 LPI antagonism	others
Fc1ccc(-c2csc(Nc3ccccn3)n2)cc1	-1.8%	-3.4%	-0.3%	10.5	65	0.3%	0.0%	5.7%	-6.9%	2.4%
O=C(NS(=O)(=O)Oc1ccc(F)cc1F)OC[C@@H]1CCCN2CCCCC12 (stereo partly specified)	-0.1%	11.8%	10.6%	0.2	50	x	0.1%	6.4%	2.4%	-4.6%
CCN(C(=O)CSc1nc2nc(C)cc(C)n2n1)c1ccccc1	1.8%	-2.3%	8.8%	0.0	54	0.0%	0.3%	2.6%	-0.7%	-2.3%
Cc1cc(C(F)F)nn1CC(=O)NC1C(=O)N2C(C(=O)O)=C(CSc3nnnn3C)CSC12 (stereo unspecified)	12.0%	1.1%	u	-0.8	30	0.2%	0.1%	-16.2%	-6.9%	1.4%
CC(C)Cn1cc(Cl)c(=O)n(CC(C)C)c1=O	-1.9%	-3.4%	-16.6%	-0.7	45	-0.2%	-0.4%	6.1%	-3.9%	10.9%
O=C(CSc1nccc(=O)[nH]1)N1CCc2ccccc2C1	0.6%	0.0%	-5.7%	-1.0	54	-0.1%	2.5%	-9.1%	2.7%	0.7%
C/C=C/C(=O)OCC(=O)Nc1cc(OC)c([N+](=O)[O-])cc1C	1.6%	0.0%	7.8%	-0.5	68	-0.2%	0.6%	11.8%	-2.3%	-4.4%

The results go on.
SMILES	HIV peptide binding	Siah-1 displacement	AID2073	NTR1 agonist	NTR1 agonist cell count 20 µM	GPR55 beta-arrestin	UTI89 phage lysis	GPR35 arrestin U2OS	NS5 inhibitors	GPR55 LPI antagonism	others
Cc1nn(CC(N)=O)c(=O)c2ccccc12	-0.1%	-5.8%	-0.5%	-0.4	37	-0.2%	-0.1%	1.0%	4.3%	6.9%
CCSc1nnc(NC(=O)C2CC2c2ccccc2)s1 (stereo unspecified)	-0.2%	0.4%	3.9%	1.4	70	-0.3%	0.9%[50 µM]	1.4%	-5.1%	6.3%
O=C(On1c(-c2ccccc2)nc2ccccc2c1=O)c1ccco1	1.1%	0.0%	3.2%	0.7	48	-0.2%	-0.1%	16.4%	-6.2%	23.2%
CN(C(=O)c1ccc(NC(=O)C2CC=CCC2C(=O)O)cc1)c1ccccc1 (stereo unspecified)	0.0%	0.9%	-6.9%	1.8	72	-0.1%	-0.3%	10.3%	-5.6%	6.9%
COc1cc(/C=C2\N=C(c3ccccc3)NNC2=O)cc(OC)c1OC	-1.4%	-0.4%	6.3%	2.2	58	-0.2%	-0.2%	-9.6%	-7.7%	-15.9%
CCn1cc(/C=N\NC(=O)c2ccccc2Cl)cn1	-0.8%	-2.3%	17.0%	0.2	60	-0.1%	2.7%[50 µM]	2.2%	3.5%	5.5%
COc1cccc(-c2cn3nc4c(nc3n2)CCCC4)c1	-1.5%	2.4%	-13.2%	-1.1	47	-0.2%	0.8%	-24.8%	-9.3%	5.4%
COc1ccccc1N1CCN(CC(O)COCc2cccs2)CC1 (stereo unspecified)	-1.2%	-2.7%	-6.5%	-0.9	82	0.1%	0.0%	-4.8%	-5.5%	-8.1%
CCC(=O)N1CCc2cc(S(=O)(=O)NCCC(=O)NCc3ccc(F)cc3)ccc21	-0.1%	3.7%	0.3%	-0.1	56	0.3%	0.0%	-2.2%	-12.9%	14.7%
Cc1ccc(C)c(N2CCN(C(=O)Cc3c(C(=O)O)[nH]c4ccc(Cl)cc34)CC2)c1	34.4%	5.1%	7.2%	0.4	62	-0.1%	-0.4%	9.5%	11.1%	6.8%
Cc1ccc(OCC(O)Cn2c(NCCc3ccccc3)nc3c2c(=O)[nH]c(=O)n3C)cc1 (stereo unspecified)	-0.6%	3.1%	12.4%	-0.3	44	0.2%	0.6%	11.8%	-9.6%	4.8%
CCOC(=O)c1c(C)[nH]c(C(=O)COC(=O)CN2C(=O)C3CCCCC3C2=O)c1C (stereo unspecified)	-1.3%	-0.4%	-1.9%	4.0	56	-0.1%	0.3%	-5.1%	-1.9%	-12.0%	NS5 inhibitors pilot replicate=-0.6
O=C(O)c1cccc(S(=O)(=O)Nc2ccc(O)c(Sc3nc4ccccc4s3)c2)c1	33.8%	-1.1%	-12.4%	0.1	43	0.3%	-1.8%	18.8%	4.9%	9.3%
Cc1ccc(C(=O)CCc2ccc(N)cc2)cc1	-1.8%	2.9%	3.0%	1.8	70	0.6%	-0.1%	3.7%	-3.3%	18.1%
CCc1ccc(NC(=S)NC2CC3CCCC(C2)N3Cc2cccs2)cc1 (stereo unspecified)	-2.1%	-1.9%	-17.5%	0.6	51	-0.3%	7.0%	4.3%	-4.1%	3.1%
O=c1c(-c2ccccc2)coc2c(CN3CCCCC3)c(O)ccc12	0.2%	1.1%	48.6%	0.4	66	-0.1%	1.1%	6.1%	0.0%	12.5%
COc1ccc(CC(=O)N2CC3(C)CC2CC(C)(C)C3)cc1OC (stereo unspecified)	-1.3%	-3.2%	-7.2%	1.4	36	-0.3%	0.0%	13.8%	-3.5%	0.5%
CC(=O)Nc1ccc(C(=O)CN2C(=O)CSC2=O)cc1	0.5%	15.5%	2.0%	0.2	52	-0.3%	2.4%	-22.2%	x	6.4%
CC(=O)c1sc2nc(CSc3nnnn3-c3ccccc3)[nH]c(=O)c2c1C	55.3%	11.6%	80.6%*	0.8	59	1.0%	0.0%	-9.0%	-26.1%	-12.1%
CNC(=S)N1CCN(c2ccc([N+](=O)[O-])cc2)CC1	-1.4%	-2.4%	-29.9%	-0.3	49	-0.1%	-0.1%	-20.0%	-0.6%	-0.6%	NS5 inhibitors pilot replicate=-2.4
CCN(c1ccccc1)S(=O)(=O)c1ccc(OC)c(NC(=O)C2CC(=O)N(Cc3ccccc3)C2)c1 (stereo unspecified)	-2.5%	13.7%	7.2%	2.1	54	-0.1%	0.3%	7.4%	-1.5%	10.5%
Cc1c(C)c2c(OCC(=O)N3CCC(O)CC3)cc3c(c2oc1=O)CCC(C)(C)O3	0.7%	6.9%	34.3%	-1.9	71	-0.2%	-2.2%	13.1%	-2.9%	7.8%
Cc1cc(N2CCOCC2)nc2ccc(NC(=O)CCC(=O)N3CCCCC3)cc12	-0.9%	-4.9%	9.0%	-1.6	104	-0.1%	2.7%	13.7%	4.1%	-6.1%	NS5 inhibitors pilot replicate=-0.9
CCCn1c2c(c(O)c(C(=O)NC)c1=O)CCCC2	1.5%	18.1%	8.1%	0.1	50	-0.2%	0.8%	-10.9%	-55.6%	-4.5%
CCN(CC)S(=O)(=O)c1ccc(O)c(NS(=O)(=O)c2ccccc2F)c1	5.2%	2.8%	-11.3%	-0.7	58	-0.2%	2.1%	-9.4%	0.0%	14.9%
CCOc1ccc(-c2cn(CCC#N)cn2)cc1	-2.2%	-2.4%	-6.3%	0.4	67	0.1%	0.8%	6.7%	-6.2%	-0.6%
CC(C)CCc1noc(CN(C)CCC2CCOCC2)n1	-0.8%	38.5%	-6.7%	0.8	58	0.0%	0.1%	-8.6%	3.8%	9.8%
CCO[C@@H]1OC(C(=O)N2CCOCC2)=C[C@H](c2cn(C(C)=O)c3ccccc23)[C@H]1CCCO	2.4%	0.1%	14.0%	-4.2	89	0.1%	1.3%	-11.3%	-5.7%	-2.5%
N#Cc1c2n(c3c(-c4ccccc4)ncnc13)CCC2	-0.1%	0.5%	2.1%	0.9	61	0.7%	0.8%	1.1%	-6.1%	2.1%
COc1cccc(OCC(O)CNC2CCCC2)c1 (stereo unspecified)	-2.4%	-2.0%	13.9%	0.2	73	0.1%	0.2%	1.1%	-0.8%	0.4%

Rows are unselected. About 1.2% of those tested had a hit in this group.
